Bioassay records from PubChem.
Kir21 block: Kir2.1 (mouse) channel inhibition; P35561; HEK293-Kir2.1, FluxOR thallium flux fluorescence; hits give low values; B-score at 10 µM; 0.85% of 310,000 active;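 active = fluorescence ratio B-score at or below minus 3 SD of library scores, with starting-brightness B-score within 2 SD, cut at about -4.2 in these data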;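 also: channel flux triggered by added potassium and thallium sulfate stimulus; B-score of peak minus minimum fluorescence over baseline after thallium stimulus; more negative B-score means stronger Kir2.1 block with less thallium influx; some compounds called inactive have numbers as strong as hits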
KCNQ2 block: KCNQ2 potassium channel inhibitors, primary screen, cell-based, CHO-K1, FluxOR thallium flux, B-score (AID 2156); O88943; 20 min; hits give low values; B-score at 10 µM; 1.1% of 310,000 active;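 active = fluorescence ratio B-score at most minus 3 library SDs, with starting brightness B-score within 2 library SDs, cut at about -5.5 in these data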
Target sequence (O88943 whole entry, looked up): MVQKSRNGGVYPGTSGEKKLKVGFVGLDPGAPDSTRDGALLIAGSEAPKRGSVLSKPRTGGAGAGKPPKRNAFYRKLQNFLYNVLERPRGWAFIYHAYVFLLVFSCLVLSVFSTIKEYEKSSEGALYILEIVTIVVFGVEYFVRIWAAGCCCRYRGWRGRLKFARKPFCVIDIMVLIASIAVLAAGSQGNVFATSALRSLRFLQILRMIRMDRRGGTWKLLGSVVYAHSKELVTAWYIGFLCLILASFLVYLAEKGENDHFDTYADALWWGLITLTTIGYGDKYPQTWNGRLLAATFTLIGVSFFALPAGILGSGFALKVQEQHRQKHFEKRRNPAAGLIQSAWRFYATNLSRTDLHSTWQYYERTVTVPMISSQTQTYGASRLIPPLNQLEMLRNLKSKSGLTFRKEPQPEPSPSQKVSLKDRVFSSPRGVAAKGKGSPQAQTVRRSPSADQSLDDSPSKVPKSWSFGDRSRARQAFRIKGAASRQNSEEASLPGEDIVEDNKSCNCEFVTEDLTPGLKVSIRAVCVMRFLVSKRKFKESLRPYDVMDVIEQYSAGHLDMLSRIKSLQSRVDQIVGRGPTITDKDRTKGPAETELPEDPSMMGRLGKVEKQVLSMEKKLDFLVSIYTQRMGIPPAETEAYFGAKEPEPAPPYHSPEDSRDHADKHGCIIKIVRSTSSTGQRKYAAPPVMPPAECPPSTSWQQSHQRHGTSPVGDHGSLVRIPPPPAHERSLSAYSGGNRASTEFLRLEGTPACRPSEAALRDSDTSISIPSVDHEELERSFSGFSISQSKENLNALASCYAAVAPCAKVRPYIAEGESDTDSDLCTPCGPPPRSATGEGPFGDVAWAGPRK
An asterisk follows results filed as active; i = inactive.

item	KCNQ2 block	Kir21 block	SMILES
1	i	1.5	CCC(C)[C@H](NC(=O)[C@@H]1CSC2c3ccccc3C(=O)N21)C(=O)N1CCCCC1 (stereo partly drawn)
2	i	-0.91	O=C(NCC1CCCO1)c1cc(S(=O)(=O)N2CCOCC2)c(Cl)cc1Cl (stereo not drawn)
3	i	0.79	COc1ccc(/C=C2/N=C(SC3CCOC3=O)N(c3cccc(OC)c3)C2=O)cc1 (stereo not drawn)
4	i	0.09	COc1cc(-c2nc(CN3CCCCC3CCNC(C)=O)c(C)o2)ccc1F (stereo not drawn)
5	i	-0.85	COc1cc(/C=C(/NC(=O)c2ccccc2)C(=O)Nc2cccc(O)c2)c([N+](=O)[O-])cc1OC
6	i	-0.67	Cc1nc2cc(NC(=O)c3cccc(S(C)(=O)=O)c3)ccc2o1
7	i	-0.46	Cc1cc2nc(=O)c(/C=C3\C=Nc4ccccc43)c(N)n2o1
8	i	0.1	O=C(Nc1ccc(Oc2ccccc2)cc1)C1CCCN(c2ncccn2)C1 (stereo not drawn)
9	i	-0.16	O=C(NCCS(=O)(=O)N1CCN(c2cccc(Cl)c2)CC1)C1CCCC1
10	i	0.3	COC(=O)c1ccc(NC(=O)c2ccccc2-c2ccccc2C(=O)O)cc1
11	i	-0.11	Cc1c(Cl)cccc1NC(=O)c1nc(C)n(-c2cc(OC(C)C)c(Cl)cc2Cl)n1
12	i	1.5	Cc1cc(C)cc(COc2ccc3c(C)c(CC(=O)O)c(=O)oc3c2C)c1
13	i	0.25	CCC(=O)N1CCc2cc(S(=O)(=O)N(C)c3ccc(Br)cc3)ccc21
14	i	1.6	Cc1cccc(C)c1NC(=O)CSc1nnc(-c2ccncc2)n1Cc1ccco1
15	i	-0.11	Cc1c(NC(=O)CSc2ccccc2C(=O)Nc2cccnc2)c(=O)n(-c2ccccc2)n1C
16	i	0.76	CCCCn1c(SCC(=O)Nc2nnc(CC)s2)nc2ccccc2c1=O
17	i	-0.08	CC(C)c1ccc(C(O)P(=O)(OCc2ccccc2)c2ccc(N(C)C)cc2)cc1 (stereo not drawn)
18	i	0.24	CCOc1cc(CN2CCCC(CO)(Cc3ccc(F)cc3F)C2)ccc1OC (stereo not drawn)
19	i	-3	COc1cc(Cl)c(C)cc1NC(=O)CSc1nnc(-c2ccco2)n1CC(C)C
20	i	-0.12	COc1ccc(S(=O)(=O)N2CCOCC2)c2ccccc12
21	i	-0.82	C[C@@H](CN=[N+]=[N-])CN1CC[C@H](NC(=O)OCc2ccccc2)CCC1=O
22	i	1.7	COc1ccc(C2/C(=C(/O)c3ccccc3)C(=O)C(=O)N2CO)cc1 (stereo not drawn)
23	i	-0.32	CC(C)(C)[C@@H]1C=C(C(=O)NC2CC2)O[C@H](OCc2ccc(CO)cc2)C1
24	i	-3	Cc1cccc(C(=O)Nc2onc(C)c2C#N)c1
25	i	0.03	CCCCn1cnc2cc(NCc3ccncc3)ccc21
26	i	0	CCNc1ccc(C(=O)OCC)cc1NC(=O)c1cccc(S(=O)(=O)N(C)c2ccccc2)c1
27	i	-0.19	O=c1oc2ccccc2cc1-c1csc(NN=C2CCCC2)n1
28	i	-8.8	Cc1nc(N)nc(N/N=C/c2c(F)cccc2Cl)n1
29	i	0	c1coc(-c2nc3c([nH]2)CCc2nonc2-3)c1
30	i	-0.65	CCOC(=O)C1(Cc2ccccc2Cl)CCN(Cc2csc(C(C)=O)c2)CC1

Among those listed so far, 3 contain fluorine:
item	KCNQ2 block	Kir21 block	SMILES
4	i	0.09	COc1cc(-c2nc(CN3CCCCC3CCNC(C)=O)c(C)o2)ccc1F (stereo not drawn)
18	i	0.24	CCOc1cc(CN2CCCC(CO)(Cc3ccc(F)cc3F)C2)ccc1OC (stereo not drawn)
28	i	-8.8	Cc1nc(N)nc(N/N=C/c2c(F)cccc2Cl)n1

The listing continues:
item	KCNQ2 block	Kir21 block	SMILES
31	i	1.3	C/C(=N/NC(=O)c1ccc(Br)s1)c1cccnc1
32	i	1.7	O=c1cc(-c2ccccc2)oc2ccc(O)cc12
33	i	-0.71	COc1cc(OC)cc(C(=O)NC2CC3CCC(C2)N3Cc2ccco2)c1 (stereo not drawn)
34	i	1.9	O=C1NCCN/C1=C\C(=O)c1ccc(F)cc1
35	i	1.7	CC(=O)c1cccc(NC(=O)CCc2nnc3ccc(NCc4ccc5c(c4)OCO5)nn23)c1
36	i	0.33	Cc1nnc(SCC(=O)Nc2nccs2)n1C(C)C
37	i	0.42	Cc1nn(-c2ccccc2)c2sc(C(=O)O)cc12
38	i	-1.2	COc1ccc(-n2cc(-c3ccc(OC(F)F)cc3)[n+]3c2CCCCC3)cc1
39	i	0.91	COc1ccccc1N1CC(C(=O)Nc2nnc(SC)s2)CC1=O (stereo not drawn)
40	i	-1.3	CC(=O)N(c1ccccc1Cl)S(=O)(=O)c1ccc(Cl)cc1
41	i	-0.23	COc1ccccc1CNC(=O)COc1ccc(C)cc1
42	i	0.26	COc1ccccc1-n1c(C)c(C(C)=O)c2cc(O)ccc21
43	i	0.31	CC(NS(=O)(=O)c1ccc(OCC(=O)NCc2ccccn2)cc1)c1ccccc1 (stereo not drawn)
44	i	-0.51	CCOC(=O)N1CCN(C(=O)C2CCCN(c3nc4ccc(OCC)cc4s3)C2)CC1 (stereo not drawn)
45	i	1.4	CC(=O)c1ccc2c(c1)OCCOCCOc1ccc(C(C)=O)cc1OCCOCCO2
46	i	0.67	COP(=O)(OC)c1nc(-c2ccc(C)cc2)oc1N1CCCCC1
47	i	-1.7	Cc1ccc(S(=O)(=O)N2CC=C(C(=O)NCc3ccc(F)cc3)CC2)cc1
48	i	1.8	COCC(=O)Nc1cc(C(=O)Nc2ccccc2C)ccc1Cl
49	i	2.1	CC(C)(C)NC(=O)C(c1ccccc1)N(C(=O)c1ccco1)C1CC1 (stereo not drawn)
50	i	0.44	CCCCN(CC)C(=O)c1cccc(Cl)c1
51	i	-1.3	CC(=O)Nc1ccc(-c2csc(NNC(=O)c3ccccc3)n2)cc1
52	i	-0.03	Cc1cc(=O)oc2c(C)c(OCC(=O)NC3CC(C)(C)NC(C)(C)C3)ccc12
53	i	0.01	NC(=O)N/N=C/c1ccc(-c2cccc(C(F)(F)F)c2)o1
54	i	-0.03	Cc1nc(C)c(-c2nnc(-c3cccc(S(=O)(=O)N(C)C)c3)o2)cc1C(=O)NN
55	i	-0.97	O=C(COc1ccccc1)N1c2ccccc2Sc2ccccc21
56	i	-0.63	CC(=O)Nc1cccc(NC(=O)Nc2cccc(F)c2)c1
57	i	0.14	CCOC(=O)C1CCN(C(=O)CCS(=O)(=O)c2ccc3c(c2)CCN3C(C)=O)CC1
58	i	0.53	O=C1Cc2cc(S(=O)(=O)Nc3cccc([N+](=O)[O-])c3)cc3c2N1CCC3
59	i	-0.14	COc1ccc([C@@H]2[C@@H]3C(=O)N(C(C)(C)C)C(=O)[C@@H]3[C@]3(Cc4ccccc4)C(=O)N(c4ccccc4)C(=O)N23)cc1
60	i	1.9	O=C(CN1C(=O)NC2(CCCCCC2)C1=O)Nc1ccc(S(=O)(=O)N2CCOCC2)cc1

Complete entries, quoted from the list. Screens in order: KCNQ2 block	Kir21 block
O=C(NCC1CCCO1)c1cc(S(=O)(=O)N2CCOCC2)c(Cl)cc1Cl (stereo not drawn) across the screens: i	-0.91
O=c1cc(-c2ccccc2)oc2ccc(O)cc12 across the screens: i	1.7
NC(=O)N/N=C/c1ccc(-c2cccc(C(F)(F)F)c2)o1 across the screens: i	0.01
O=C1Cc2cc(S(=O)(=O)Nc3cccc([N+](=O)[O-])c3)cc3c2N1CCC3 across the screens: i	0.53
CCC(=O)N1CCc2cc(S(=O)(=O)N(C)c3ccc(Br)cc3)ccc21 across the screens: i	0.25

Further entries:
item	KCNQ2 block	Kir21 block	SMILES
61	i	-1.1	COc1ccccc1NS(=O)(=O)c1ccc(N/N=C/c2c(C)nn(-c3ccccc3)c2N2CCCC2)c([N+](=O)[O-])c1
62	i	-0.41	CC(C)(C)n1nnnc1C(c1cccnc1)N(Cc1ccccc1)Cc1ccco1 (stereo not drawn)
63	i	0.03	Cc1ccc(-c2nn3c(C)nnc3s2)cc1NCc1c(F)cccc1Cl
64	i	0.18	COCCC(=O)N1CCC(Oc2ccc(C(=O)N3CCCC(CCCO)C3)cc2)CC1 (stereo not drawn)
65	i	0	COc1ccc(C(=O)N(CCN2CCOCC2)CC(=O)NC2CCCC2)cc1OC
66	i	-0.32	CCn1cc(Cl)c(C(=O)Nc2cccc(C(F)(F)F)c2)n1
67	i	0.58	O=C1CC(c2ccccc2)n2nc(NC(=O)C3CCCO3)nc2N1 (stereo not drawn)
68	i	0.02	COc1ccccc1-n1c(SCC(=O)Nc2ccccc2F)nc2[nH]ncc2c1=O
69	i	-0.44	CC(C)(C)C(=O)Nc1nnc(SCC(=O)NC2CCCCC2)s1
70	i	0.28	O=C1OCCC1Sc1nc(-c2ccccc2)cs1 (stereo not drawn)
71	i	0.94	O=C(COc1ccc(F)cc1)NCC1CCCO1 (stereo not drawn)
72	-6.9*	-0.16	COc1ccc(C(CC(=O)c2ccc(C)cc2)Nc2ccc([N+](=O)[O-])cc2)cc1 (stereo not drawn)
73	i	0.01	COc1ccc(C(c2nnnn2C2CCCC2)N2CCN(C3CCCC3)CC2)cc1OC (stereo not drawn)
74	i	1.6	CCCCn1cc(S(=O)(=O)c2ccccc2)c(=O)c2cc(C)ccc21
75	i	0.17	Cc1ccc(NC(=O)CCCC2CCCCC2)c(O)c1
76	i	0.23	Cc1ccc(N2CC(C(=O)Nc3nc4ccc(S(C)(=O)=O)cc4s3)CC2=O)cc1 (stereo not drawn)
77	i	-0.05	CO/N=C/NC(=O)c1cn(-c2ccc(F)cc2)c(=O)c2ccccc12
78	i	1.8	COc1ccccc1C(=O)ON=C1c2ccccc2-c2ccccc21
79	i	0.06	FCCCOc1ccc(-c2nccc(-c3ccc(F)cc3)n2)cc1
80	i	1	Cc1ccc(NC(=S)N2CCC(N(C)CC3CCCO3)CC2)c(C)c1 (stereo not drawn)
81	i	-1.5	O=C(Nc1ccccc1F)C(c1ccccc1)c1ccccc1
82	i	-2.3	O=C(CCc1c[nH]c2ccccc12)NCc1cccc(Cl)c1
83	i	1.3	O=C(Nc1ccccc1C(=O)O)c1cccc(NC(=O)c2ccccc2Cl)c1
84	i	1.1	Cc1cccc(S(=O)(=O)c2c(N)n(/N=C/c3ccccc3)c3nc4ccccc4nc23)c1
85	i	-0.51	CCC(=O)Nc1cccc(C(=O)/C=C/c2cc(Br)ccc2OC)c1
86	i	0.9	COc1cccc(C(=O)c2c[nH]c(C(=O)NCCCN3CCOCC3)c2)c1
87	i	1.6	CCN(CC)CCCN=Cc1c(O)n(-c2cccc(C)c2)c(=O)c2ccccc12
88	i	-1.8	O=C(Cn1ncc2c(=O)oc3ccccc3c21)NCCC1=CCCCC1
89	i	-0.11	COc1ccc2c(c1)c1nc3n(c(=O)c1n2CC(=O)Nc1ccccc1)CCS3
90	i	-0.03	COc1ccc(N2CCN(C(=O)CN(C3CCCCC3)S(C)(=O)=O)CC2)cc1

Two of the compounds above, with values under each structure:
Second line of a record – KCNQ2 block, Kir21 block
70. O=C1OCCC1Sc1nc(-c2ccccc2)cs1 (stereo not drawn)
 : i, 0.28
71. O=C(COc1ccc(F)cc1)NCC1CCCO1 (stereo not drawn)
 : i, 0.94

The results go on.
item	KCNQ2 block	Kir21 block	SMILES
91	i	-1.1	Cc1nc(-c2cccnc2)sc1C(=O)Nc1ccc(F)cc1F
92	i	0	O=C(Nc1ccc(Cl)cc1Cl)c1ccc(Br)o1
93	i	2	Cc1ccc(/C(O)=C2\C(=O)C(=O)N(C)C2c2ccc(F)cc2)cc1 (stereo not drawn)
94	i	0.78	Cc1cccn2c(=O)c(C=O)c(N3CCN(C)CC3)nc12
95	i	-1.3	Cc1ccc(NC(=O)Nc2c(C)[nH]c(=O)[nH]c2=O)cc1Cl
96	i	-2	O=C(c1ccc(OC2CCN(Cc3cccc(F)c3)CC2)cc1)N1CCCCC1
97	i	-1.4	CCOCCc1c(O)nc(SCC)[nH]c1=O
98	i	0.52	COc1ccc(OCc2nnc(SC(C)C(=O)Nc3nccs3)n2-c2ccccc2)cc1 (stereo not drawn)
99	i	2	Cc1ccnc(N2CCC(C(=O)NCc3ccccc3F)CC2)n1
100	i	-1.3	COc1ccccc1C(=O)NC(=S)Nc1ccc2[nH]c(=O)[nH]c2c1
101	i	0.69	COc1cccc(NC(=O)Nc2cccn(Cc3ccc(C)cc3)c2=O)c1
102	i	-1.5	CC1(O)CC(c2ccc(Cl)cc2)=NN1C(=O)c1ccc(Cl)cc1 (stereo not drawn)
103	i	-0.44	Cc1cc2ccccc2n1CCNC(=O)c1ccccc1
104	i	0.35	CCN(CC)CC(C)OC(=O)c1ccccc1Cl (stereo not drawn)
105	i	-0.54	CC(C)(C)c1ccc(OCCC(=O)NNC(=O)c2ccncc2)cc1
106	i	-2.8	Cc1nc(C)c(C(=O)N2CCCC(C(=O)c3ccc(Cl)cc3C)C2)s1 (stereo not drawn)
107	i	-1.5	Cc1cc(NCc2ccccn2)n2ncc(-c3ccccc3)c2n1
108	i	-2.4	CCc1ccc2nc(N3C(=O)C(O)=C(C(=O)c4ccco4)C3c3cccs3)sc2c1 (stereo not drawn)
109	i	-0.07	CN1CCN(c2ccc(NC(=O)CSc3ccccc3)cc2F)CC1
110	i	-0.31	Cc1ccccc1-n1cc(-c2ccc(Br)cc2)nc1SCC(N)=O
111	i	-0.1	Cc1ccc(-n2nc3c(=O)n(CC(=O)NCc4cccs4)nc(C)c3c2C)cc1
112	i	1.1	CCOC(=O)N1CCN(C(=O)CSCC(=O)Nc2nc(-c3ccc(Cl)s3)cs2)CC1

Down the list, quoted from above.
Kir21 block for entries 96–107: -2, -1.4, 0.52, 2, -1.3, 0.69, -1.5, -0.44, 0.35, -0.54, -2.8, -1.5
KCNQ2 block for entries 96–107: i, i, i, i, i, i, i, i, i, i, i, i

Not a hit list; 1.9% or so of the library scored in one or more.
